DT40 TDP1 no CPT: qHTS for Inhibitors of human tyrosyl-DNA phosphodiesterase 1 (TDP1): qHTS in cells in absence of CPT | DT40 Tdp1-/- hTDP1 cells, no CPT, ATP luminescence, 48 h | Potency, µM (titrated, usually from 46.2 µM), for the others: at the highest dose activity change, negative = growth inhibition, usual class: inhibitors | 420,000 tested, 15% active | AID 686978, 2013; also: nearly all actives have a fitted effect of over 55% in size
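Compound effects on proliferation are scored in DT40 Tdp1-/-;hTDP1 cells in the absence of CPT. ATP levels (CellTiter-Glo luminescence) are recorded after a ≥48 hr, 37 °C incubation.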
TDP1 block: TDP1 (human) enzyme inhibition; recombinant TDP1, AlphaScreen DNA substrate cleavage; Potency, µM (highest dose often 130 µM), for inactives: at the highest dose activity change, negative = inhibition, actives largely listed as inhibitors; 350,000 tested, 0.28% active; AID 485290; also: nearly all actives have a fitted effect of over 40% in size
Target sequence (Q9NUW8 whole entry, looked up): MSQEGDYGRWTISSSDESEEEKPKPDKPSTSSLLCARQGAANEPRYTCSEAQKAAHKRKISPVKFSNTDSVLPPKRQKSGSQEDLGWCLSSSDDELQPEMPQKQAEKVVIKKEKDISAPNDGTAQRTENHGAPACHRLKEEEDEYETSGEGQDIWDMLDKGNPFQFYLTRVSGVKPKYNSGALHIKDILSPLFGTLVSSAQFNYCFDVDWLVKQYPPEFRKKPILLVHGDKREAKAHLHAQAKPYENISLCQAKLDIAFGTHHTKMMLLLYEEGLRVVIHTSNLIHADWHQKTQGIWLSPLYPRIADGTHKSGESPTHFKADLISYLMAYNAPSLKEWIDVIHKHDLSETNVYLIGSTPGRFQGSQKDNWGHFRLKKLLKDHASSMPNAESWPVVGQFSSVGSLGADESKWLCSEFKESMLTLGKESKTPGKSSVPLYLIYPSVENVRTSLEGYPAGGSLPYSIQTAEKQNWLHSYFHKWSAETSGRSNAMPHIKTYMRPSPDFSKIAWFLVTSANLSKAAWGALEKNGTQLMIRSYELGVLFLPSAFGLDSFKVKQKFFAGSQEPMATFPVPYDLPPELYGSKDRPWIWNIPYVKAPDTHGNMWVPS
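AlphaScreen read-out: signal falls as enzyme removes the 3' tyrosine-FITC from a 5'-biotinylated DNA oligo (15 nM, 5 min, RT). Enzyme was E. coli-made recombinant Tdp1 at 1 nM, exposed to compound for 15 min beforehand; beads 10 ug/ml, 10 min.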
DT40 TDP1 CPT: DT40-hTDP1 cell growth loss with CPT | chicken DT40 Tdp1-/-;hTDP1 cells + 20 nM CPT, ATP luminescence, 48 h | Potency, µM (series often up to 46.2 µM), inactives show at the highest dose activity change, negative = growth inhibition, most hits filed as inhibitors | 420,000 tested, 12% active; also: nearly all actives have a fitted effect of over 55% in size
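Chicken DT40 Tdp1-/- cells stably complemented with human TDP1 were seeded at 400 cells/well in medium containing 20 nM camptothecin, exposed to pin-transferred compounds, and grown at 37 °C for at least 48 hr. Viability was read as ATP luminescence.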
* hit, by the source's call; & = joins results of further samples; [ ] = another dose, or the depositor's remark. Calls follow the shape of the dose curve; as a rule, active = well fitted curve in the direction sought with a large enough effect; inconclusive = small, poorly fitted or top-dose-only effect, or another doubt; inactive = no such curve, though single readings can be large; an effect the other way counts as inactive or inconclusive. % is scaled to controls: 0 for no effect and ±100 for the full control effect; potency is read from the fitted curve at half-maximal effect.

Cc1ccc(C)c(S(=O)(=O)N2CCN(CC(=O)N3CCc4ccccc4C3)CC2)c1 was read as DT40 TDP1 no CPT inconclusive, TDP1 block -5% and DT40 TDP1 CPT -21%.
`CCOC(=O)c1cnc(SCC(=O)N2CCN(C(=O)c3ccco3)CC2)nc1N` gave DT40 TDP1 no CPT -20%, TDP1 block 2% and DT40 TDP1 CPT -22%.
For COc1ccccc1OCCNC(=O)CC(NC(C)=O)c1ccccc1 (stereo not drawn) the results were DT40 TDP1 no CPT 10%, TDP1 block 6% and DT40 TDP1 CPT -10%.
O=C1CCCN1CCCNC(=S)Nc1ccc(Br)cc1Cl was read as DT40 TDP1 no CPT inconclusive, TDP1 block -5% and DT40 TDP1 CPT -21%.
`O=C(Nc1ccc2oc(-c3ccccc3F)nc2c1)c1ccc2c(c1)OCCO2` gave DT40 TDP1 no CPT 15µM*, TDP1 block 0% and DT40 TDP1 CPT 10µM*.
For CC(C)CCn1c(=O)c2ccccc2c2ccccc2c1=O the results were DT40 TDP1 no CPT inconclusive, TDP1 block -8% and DT40 TDP1 CPT -17%.
O=C(Cn1c(C2CC2)nc2ccccc2c1=O)Nc1ccc(Br)cc1 was read as DT40 TDP1 no CPT -11%, TDP1 block 7% and DT40 TDP1 CPT -6%.
Screening O=C(Cc1ccccc1)Nc1sc2c(c1C(=O)Nc1ccccc1Cl)CCCCC2 returned DT40 TDP1 no CPT -16%, TDP1 block -1%[12.3 µM] and DT40 TDP1 CPT -20%.
CCN(CC)S(=O)(=O)c1cccc(NC(=O)COc2ccc(F)cc2Br)c1 was read as DT40 TDP1 no CPT inconclusive, TDP1 block -1% and DT40 TDP1 CPT inconclusive.
`O=C(O)c1ccc(CNCc2cccc(Cl)c2)cc1` gave DT40 TDP1 no CPT 3%, TDP1 block 3% and DT40 TDP1 CPT 3%.
`O=S(=O)(Cc1ccccc1)c1nc2ccccc2n1Cc1ccccn1` gave DT40 TDP1 no CPT -1%, TDP1 block -3% and DT40 TDP1 CPT -10%.
Screening COc1cccc(CNS(=O)(=O)c2csc(C(N)=O)c2)c1 returned DT40 TDP1 no CPT 2%, TDP1 block 4% and DT40 TDP1 CPT -16%.
`CC1CC1C(=O)OCc1cc(=O)n2cc(Br)ccc2n1` (stereo not drawn) gave DT40 TDP1 no CPT -27%, TDP1 block -6% and DT40 TDP1 CPT 7%.
Screening C/C(=N\NC(=O)c1cccc(S(=O)(=O)N2CCOCC2)c1)c1ccc(O)cc1 returned DT40 TDP1 no CPT 5%, TDP1 block 1% and DT40 TDP1 CPT 0%.
`CCOc1ccc(NC(=O)N(CCC(C)C)C2CCN(C(C)=O)CC2)cc1` gave DT40 TDP1 no CPT -14%, TDP1 block 2% and DT40 TDP1 CPT -2%.

The closing five records of the section above come first, to join the parts:
`O=S(=O)(Cc1ccccc1)c1nc2ccccc2n1Cc1ccccn1` gave DT40 TDP1 no CPT -1%, TDP1 block -3% and DT40 TDP1 CPT -10%.
Screening COc1cccc(CNS(=O)(=O)c2csc(C(N)=O)c2)c1 returned DT40 TDP1 no CPT 2%, TDP1 block 4% and DT40 TDP1 CPT -16%.
`CC1CC1C(=O)OCc1cc(=O)n2cc(Br)ccc2n1` (stereo not drawn) gave DT40 TDP1 no CPT -27%, TDP1 block -6% and DT40 TDP1 CPT 7%.
Screening C/C(=N\NC(=O)c1cccc(S(=O)(=O)N2CCOCC2)c1)c1ccc(O)cc1 returned DT40 TDP1 no CPT 5%, TDP1 block 1% and DT40 TDP1 CPT 0%.
`CCOc1ccc(NC(=O)N(CCC(C)C)C2CCN(C(C)=O)CC2)cc1` gave DT40 TDP1 no CPT -14%, TDP1 block 2% and DT40 TDP1 CPT -2%.
For CC(C)C[C@@H](C(=O)NCc1ccco1)N1C(=O)N2CCc3c([nH]c4ccccc34)[C@@]2(C)C1=O the results were DT40 TDP1 no CPT 5.2µM* and DT40 TDP1 CPT inconclusive.
For C(=C\c1ccco1)/C=N/n1cnnc1 the results were DT40 TDP1 no CPT -1% and DT40 TDP1 CPT inconclusive.
`Cc1ccc(S(=O)(=O)N2CCN(C(=O)NCc3ccc(C(=O)O)cc3)CC2)cc1` gave DT40 TDP1 no CPT -11%, TDP1 block 2% and DT40 TDP1 CPT -4%.
Screening Cc1ccc(-c2nn(-c3ccccc3)cc2NC(=O)c2ccccc2)cc1 returned DT40 TDP1 no CPT 21µM*, TDP1 block -3% and DT40 TDP1 CPT 21µM*.
`COc1ccc(OC(=O)c2cccc(S(=O)(=O)N3CCCC3)c2)cc1` gave DT40 TDP1 no CPT -6%, TDP1 block 7% and DT40 TDP1 CPT inconclusive.
For COc1ccc(C(=O)CSc2nc(SC)ns2)cc1OC the results were DT40 TDP1 no CPT inconclusive, TDP1 block 1% and DT40 TDP1 CPT -16%.
Fc1ccc(-c2cc(C(F)(F)F)nc(-n3cccn3)n2)cc1 was read as DT40 TDP1 no CPT -11% and DT40 TDP1 CPT inconclusive.
Screening Fc1cnc(Cl)nc1NC1CCCCC1 returned DT40 TDP1 no CPT inconclusive and DT40 TDP1 CPT inconclusive.
Screening CCOc1cc2c3c(c1)C1(Nc4ccccc4S1)C(=O)N3C(C)(C)CC2C (stereo not drawn) returned DT40 TDP1 no CPT inconclusive, TDP1 block 14% and DT40 TDP1 CPT 18µM*.
CCOc1cc(/C=C2\C(=N)N3N=C(C)SC3=NC2=O)ccc1OCCOc1cccc(OC)c1 was read as DT40 TDP1 no CPT -8% and DT40 TDP1 CPT -20%.
COC(=O)c1ccc(C(=O)OC)c(NC(=O)CCC(=O)O)c1 was read as DT40 TDP1 no CPT -13%, TDP1 block 0% and DT40 TDP1 CPT 6%.
Cc1ccc(/C=C/c2onc(C)c2S(=O)(=O)N2CCC(C(=O)Nc3cc(F)ccc3F)CC2)cc1 was read as DT40 TDP1 no CPT -21%, TDP1 block -8% and DT40 TDP1 CPT inconclusive.
`Nc1cc(=O)[nH]c(SCC(=O)Nc2ccc3c(c2)CCC3)n1` gave DT40 TDP1 no CPT -19%, TDP1 block -6% and DT40 TDP1 CPT 11%.
For O=C(CSc1nnc(-c2ccc(Br)cc2)n1C1CCCCC1)N1CCCC1 the results were DT40 TDP1 no CPT 23µM*, TDP1 block -1%[56.1 µM] and DT40 TDP1 CPT inconclusive.
For COc1cc2oc(-c3ccc(O)cc3)cc(=O)c2c(O)c1OC the results were DT40 TDP1 no CPT 18µM* and DT40 TDP1 CPT -88%.
`COCCN1C(=O)CSCC1(C)C(=O)NCc1ccccc1` (stereo not drawn) gave DT40 TDP1 no CPT 5% and DT40 TDP1 CPT 23%.
`O=C(N/N=C1\CCS(=O)(=O)c2ccc(F)cc21)c1ccc(O)cc1` gave DT40 TDP1 no CPT -1% and DT40 TDP1 CPT -14%.
Screening COc1ccc(C(=O)/C=C/Nc2ccccn2)c(OC)c1 returned DT40 TDP1 no CPT inconclusive, TDP1 block 4% and DT40 TDP1 CPT -16%.
For Cc1ccc(Nc2cc(C)nc3nncn23)c(C)c1 the results were DT40 TDP1 no CPT inconclusive, TDP1 block 2% and DT40 TDP1 CPT inconclusive.
Screening COC(=O)C[C@H]1c2ccccc2S(=O)(=O)N1c1cccc(OC)c1 returned DT40 TDP1 no CPT -18%&-15% and DT40 TDP1 CPT inconclusive.
`COc1ccc(NC(=O)C#Cc2ccccc2)cc1` gave DT40 TDP1 no CPT 10µM*, TDP1 block 3% and DT40 TDP1 CPT 21µM*.
For CCOC(=O)CCCCCC(=O)Nc1ccc2c(c1)C(=O)N([C@@H](C)CO)C[C@@H](C)[C@H](CN(C)C(=O)Nc1ccccc1)OCCCC[C@H](C)O2 the results were DT40 TDP1 no CPT 6% and DT40 TDP1 CPT -8%.
`Cc1ccc(N2C(=O)C3Sc4[nH]c(=O)sc4C(c4ccccc4)C3C2=O)cc1` (stereo not drawn) gave DT40 TDP1 no CPT -20%, TDP1 block 6% and DT40 TDP1 CPT -24%.
`O=C(c1cccc(C(F)(F)F)c1)C1CCCN(C(=O)CN2CCCC2=O)C1` (stereo not drawn) gave DT40 TDP1 no CPT inconclusive, TDP1 block 8% and DT40 TDP1 CPT -15%.
For CCCc1ccc(S(=O)(=O)N2CCN(C(C)C(=O)NC3CCCC3)CC2)cc1 (stereo not drawn) the results were DT40 TDP1 no CPT inconclusive, TDP1 block 12% and DT40 TDP1 CPT -30%.
N#Cc1ccc(C(=O)Nc2cccc(S(=O)(=O)NC3=NCCC3)c2)cc1 was read as DT40 TDP1 no CPT -21%, TDP1 block -4% and DT40 TDP1 CPT -22%.
c1ccc2c(c1)ncn2Cc1nnc2sc(-c3ccc4c(c3)OCO4)nn12 was read as DT40 TDP1 no CPT 15µM*, TDP1 block 2% and DT40 TDP1 CPT inconclusive.
CCOc1ccc(NC(=O)C2=C(C)C(=O)OC23CCC(C)CC3)cc1 (stereo not drawn) was read as DT40 TDP1 no CPT 16µM*, TDP1 block 5%&1% and DT40 TDP1 CPT inconclusive.
O=C(COc1ccccc1Br)NC(=O)NC1CCCC1 was read as DT40 TDP1 no CPT 4%, TDP1 block -8% and DT40 TDP1 CPT 9%.
`CS(=O)(=O)N(Cc1ccc(Cl)cc1)c1ccc(C(=O)NCc2ccccn2)cc1` gave DT40 TDP1 no CPT -13%, TDP1 block 2% and DT40 TDP1 CPT -21%.
For CCNC(=O)C1(C)CCCN(C(=O)c2ccc(C(F)(F)F)nc2C)C1 (stereo not drawn) the results were DT40 TDP1 no CPT 1% and DT40 TDP1 CPT -1%.
COc1ccc(CC(=O)n2[nH]c(=O)cc(C)c2=O)cc1OC was read as DT40 TDP1 no CPT 18µM*, TDP1 block -3% and DT40 TDP1 CPT inconclusive.
CCc1nnc(NC(=O)C(C)N2C(=O)C3C4C=CC(C4)C3C2=O)s1 (stereo not drawn) was read as DT40 TDP1 no CPT 4%, TDP1 block 3% and DT40 TDP1 CPT -1%.
Screening COc1ccc(C(C)(C)NC(=O)C2CCC(=O)N(CCCN3CCCC3=O)C2)cc1 (stereo not drawn) returned DT40 TDP1 no CPT 13%, TDP1 block 2% and DT40 TDP1 CPT -5%.
CN(C)CCCNc1ccc(-c2cc(Nc3cccc(Cl)c3)ncn2)cn1 was read as DT40 TDP1 no CPT inconclusive, TDP1 block 4% and DT40 TDP1 CPT inconclusive.
CN(C)CCCN(C(=O)COc1ccc(Cl)cc1)c1nc2ccc(F)cc2s1 was read as DT40 TDP1 no CPT -21%, TDP1 block -5% and DT40 TDP1 CPT -11%.
COc1ccc(CCNC(=O)C2CCCN2C(=O)Nc2cccc(C(C)=O)c2)cc1OC (stereo not drawn) was read as DT40 TDP1 no CPT -4%, TDP1 block 1% and DT40 TDP1 CPT -1%.
Screening CC(=O)Nc1ccc(-c2csc(N/N=C(/C)c3ccccc3)n2)cc1 returned DT40 TDP1 no CPT 9.2µM* and DT40 TDP1 CPT 21µM*.
Screening CCn1ccc2c(OCC(=O)Nc3ccc(OC)cc3OC)cccc2c1=O returned DT40 TDP1 no CPT 6.5µM*, TDP1 block 3% and DT40 TDP1 CPT inconclusive.
Screening CSCCC(NC(=O)c1ccccc1Cl)C(=O)N1CCN(c2ccccn2)CC1 (stereo not drawn) returned DT40 TDP1 no CPT -2% and DT40 TDP1 CPT -8%.
Screening O=C(CSc1nc2ccccc2c(=O)n1Cc1ccc(C(=O)NC2CC2)cc1)NCc1ccco1 returned DT40 TDP1 no CPT -3%, TDP1 block -2% and DT40 TDP1 CPT inconclusive.
C[C@@H]1CN([C@@H](C)CO)C(=O)CCCn2nncc2CO[C@H]1CN(C)C(=O)c1ccccc1 was read as DT40 TDP1 no CPT 1% and DT40 TDP1 CPT -1%.
Screening O=C(O)CSc1cc(NS(=O)(=O)c2ccc(Cl)cc2)c2ccccc2c1O returned DT40 TDP1 no CPT 2.3µM* and DT40 TDP1 CPT 4.6µM*.
For O=C(c1cnc(Cl)c(Cl)c1)N1CCN(S(=O)(=O)c2ccc3ccccc3c2)CC1 the results were DT40 TDP1 no CPT 16µM*, TDP1 block 4% and DT40 TDP1 CPT inconclusive.
O=C(NCCCO)/C(=C\C=C\c1ccccc1)NC(=O)c1ccccc1Cl was read as DT40 TDP1 no CPT inconclusive, TDP1 block -1% and DT40 TDP1 CPT -12%.
Screening Cc1onc(-c2ccccc2)c1C(=O)Nc1sc2c(c1C(N)=O)CCC2 returned DT40 TDP1 no CPT inconclusive, TDP1 block 4% and DT40 TDP1 CPT -25%.
`CCOC(=O)CSc1n[nH]c(NC(=O)CC)n1` gave DT40 TDP1 no CPT 6% and DT40 TDP1 CPT -5%.

Screening results (PubChem)

Compounds were not picked by outcome; any-hit rate near 18%.
